A549 tox – Nrf2 qHTS screen for inhibitors: counterscreen for cytotoxicity; A549 ARE-Fluc cells, CellTiter-Fluor viability, 18-24 h; Potency, µM (highest dose often 46 µM), inactives show top-dose activity change, negative = cytotoxicity, hits mostly inhibitors; actives 0.16% (n = 390,000); AID 504648, 2011; also: potency is read from the fitted curve at half-maximal effect; % is scaled to controls: 0 for no effect and ±100 for the full control effect
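Cytotoxicity counterscreen: CellTiter-Fluor fluorescence was measured in A549 ARE_Fluc cells after 18-24 h of compound exposure in a concentration series. The subsequent BugLite luminescent read reports ARE-luciferase activity.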
TGFb inhibitor – qHTS for Inhibitors of TGF-b; Potency, µM (highest dose often 46.1 µM), for the others: at the top dose activity, negative = inhibition, most hits filed as inhibitors; AID 588855, 2011; actives 1.2% (n = 410,000); HepG2 CAGA-GFP TGF-b/SMAD3 reporter, GFP fluorescence, 18 h; TGF-beta stimulated, 500 pg/mL final; also: potency is read from the fitted curve at half-maximal effect; % is scaled to controls: 0 for no effect and ±100 for the full control effect; nearly all actives have a fitted effect of over 65% in size
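HEPG2 CAGA-GFP, 1000 cells/well; 2 h settle, 37 C; cpd via pin tool; TGF-b 500 pg/mL final; 18 h, 37 C; GFP imaging ex488/em500-530; %Activity normalised to -TGF-b and +DMSO controls; CRC fit, curve class.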
Nrf2 activator – qHTS of Nrf2 Activators; AREc32 ARE-luciferase reporter (MCF7-derived line), luminescence, 24 h; Potency, µM (doses to about 46.1 µM), inactives show top-dose activation, usual class: activators; actives 0.31% (n = 410,000); also: potency is read from the fitted curve at half-maximal effect; % of control where 0% means no effect; nearly all actives have a fitted effect of over 65% in size
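Nrf2 activation is followed as ARE-luciferase induction in the AREc32 line after one day of compound treatment; luminescence is read with Steady-Glo.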
MmCpn inh – Inhibitors of TCP-1 ring complex (TRiC) of Methanococcus maripaludis (MmCpn): qHTS; purified Mm-Cpn ATPase, ADP Transcreener TR-FRET; Potency, µM (highest dose often 76.9 µM), for inactives: top-dose activity, negative = inhibition, usual class: inhibitors; actives 0.031% (n = 330,000); also: potency is read from the fitted curve at half-maximal effect; % is scaled to controls: 0 for no effect and ±100 for the full control effect; nearly all actives have a fitted effect of over 80% in size
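Inhibition of chaperonin ATP hydrolysis is measured as reduced ADP production, detected by competitive TR-FRET in which signal falls with ADP. Final enzyme 25 nM and ATP 10 uM, reacted 30 min at 37°C.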
Abeta yeast res – qHTS for compounds that reverse cellular toxicity of Amyloid beta (A-beta) peptide in yeast: Primary Screen; yeast expressing A-beta42, growth rescue, OD600, 48 h; response scale: 0% DMSO, 100% iron-clioquinol control; Potency, µM (doses to about 46.1 µM), inactives show at the highest dose growth rescue, most hits filed as activators; actives 0.063% (n = 410,000); also: potency is read from the fitted curve at half-maximal effect; nearly all actives have a fitted effect of over 55% in size
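Yeast A-beta toxicity model in growth medium with pinned compounds, 48 h at 30 C; growth read as absorbance at 600 nm. Normalized to FeCl3/clioquinol equimolar mix (positive) and DMSO (negative).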
pAkt inh – HTS Assay for Inhibitors of Akt Phophorylation: Primary Screen; actives 0.32% (n = 360,000); Neuro2A IGF-stimulated pAkt S473 HTRF, 20 min; hits give low values; activity change, % for hits at 50 µM; in the data active = activity change below about -80%; inconclusive = mostly about -51% to -80%; also: % is scaled to controls: 0 for no effect and ±100 for the full control effect
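Single-point screen (50 µM final compound) in Neuro2A cells stimulated 20 min with 6 nM IGF at 37 deg C. After lysis, Ser473-phosphorylated Akt read by HTRF (ex 330 nm, em 615/665 nm) as the 665/615 ratio.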
HepG2 viability – qHTS for Inhibitors of TGF-b: Cytotox Counterscreen | HepG2 CAGA-GFP viability, ATP luminescence, 18 h | actives 0.76% (n = 410,000) | Potency, µM (top dose mostly 46.1 µM), inactives show at the top dose activity change, negative = cytotoxicity, hits mostly cytotoxic; also: potency is read from the fitted curve at half-maximal effect; some results filed as inactive show a strong effect at the top dose
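HepG2 CAGA-GFP cells (1000/well, DMEM with 1% FBS) received compound, then TGF-beta at 500 pg/mL final, and were incubated 18 hours at 37 degrees C. Viability was read by CellTiter-Glo luminescence. Media-only wells were set as complete cell-killing and DMSO as no toxicity.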
CCT modulator – High-Throughput Screening for Modulators of Cytosolic Chaperonin Activity; purified chaperonin ATPase assay, HTRF ADP detection, 30 min; activity change, % (concentration not given with the values), hits read low; actives 0.3% (n = 360,000); in the data active = activity change below about -30%; also: % is scaled to controls: 0 for no effect and ±100 for the full control effect
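First, chaperonin was dispensed at 40 nM or 20 nM final depending on batch activity. Next, compounds were pinned at 76 uM and ATP added at 10 uM. After 30 min at 37 °C, ADP detection reagents ran 30 min at ambient temperature.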
Nrf2 inh – Nrf2 qHTS screen for inhibitors. A549 ARE-Fluc reporter, luciferase luminescence, 18-24 h. Potency, µM (top dose mostly 46 µM), without a hit: top-dose activity change, negative = inhibition, usual class: inhibitors. actives 2.1% (n = 360,000); also: potency is read from the fitted curve at half-maximal effect; % is scaled to controls: 0 for no effect and ±100 for the full control effect; nearly all actives have a fitted effect of over 60% in size
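Concentration-response testing used A549 ARE_Fluc cells at 5000 cells/well. Following an 18-24 h compound incubation, viability was read by fluorescence (Ex 405/Em 525) and luciferase output by luminescence.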
The depositor's hits bear a star; i = inactive; ? = inconclusive; . = no result given. Unless noted, calls follow the shape of the dose curve; as a rule, active = well fitted curve in the direction sought with a large enough effect; inconclusive = small, poorly fitted or top-dose-only effect, or another doubt; inactive = no such curve, though single readings can be large; an effect the other way counts as inactive or inconclusive.

| SMILES | Nrf2 activator | HepG2 viability | TGFb inhibitor | CCT modulator | Abeta yeast res | Nrf2 inh | A549 tox | MmCpn inh | pAkt inh |
| --- | --- | --- | --- | --- | --- | --- | --- | --- | --- |
| CCOc1ccc(CC(=O)NCCS(=O)(=O)N2CCN(c3ccccc3)CC2)cc1 | -0.2% | 1% | ? | -11 | -7% | -23% | 1% | -1% | i |
| CCOC(=O)c1sc(NC(=O)c2ccc(Cl)s2)cc1C | -0.8% | 4% | 0% | 0.5 | -8% | 5% | 0% | -21% | i |
| COc1ccc(C=C(C(=O)c2ccccc2)c2ccccc2)cc1 | 8.3% | -7% | -3% | -0.8 | 14% | . | . | . | i |
| COc1ccccc1N(CC(=O)NCCSc1ccc(Cl)cc1)S(C)(=O)=O | 0.6% | 9% | 0% | -1.1 | 10% | -7% | 2% | -1% | i |
| CCCCn1c(=O)cc(N2CCOCC2)[nH]c1=O | -0.8% | 3% | 4% | -0.7 | 6% | 11% | -12% | -1% | i |
| CCOCCCNC(=O)C(NC(=O)CNC(=O)c1ccccc1)c1ccc(C)cc1 (stereo not drawn) | -0.7% | -1% | ? | -1.5 | 3% | 5% | -2% | 0% | i |
| Cc1ccc(C(=O)OCC(=O)NCc2ccc(F)cc2)o1 | 0.0% | 8% | 2% | 0.6 | -9% | 4% | -8% | 1% | i |
| Cc1ccc(NC(=O)COC(=O)CNC(=O)C2CCCCC2)c(Br)c1 | -1.0% | 5% | 1% | -2.1 | 2% | 10% | -4% | 1% | i |
| O=S(=O)(Cc1ncc(C(F)(F)F)cc1Cl)c1ccccc1 | 0.0% | 11% | -12% | -0.5 | 2% | 0% | -3% | 3% | i |
| CSc1ncccc1C(=O)Nc1ccc(C)cn1 | 0.2% | -6% | 8% | -2.9 | -2% | 16% | 5% | -8% | i |
| CCOC(=O)C1=C(C)NC(=S)NC1c1ccc(OCC(=O)N2CCCCCC2)cc1 (stereo not drawn) | 0.1% | -11% | 24% | -2.9 | -10% | -3% | 5% | -4% | i |
| CCOc1ccc(S(=O)(=O)Nc2ccc(C(=O)NN)cc2)cc1 | 0.1% | 3% | -4% | -0.1 | -5% | -3% | -2% | 0% | i |
| CC(=O)c1cccc(NC(=O)COC(=O)c2n[nH]c3ccccc23)c1 | 2.7% | -34% | -14% | 0.0 | -1% | 6% | 6% | 1% | i |
| Cc1ccc(Cl)c(NC(=O)CN2C(=O)C(C)N(c3ccc(F)cc3)C2=O)c1Cl (stereo not drawn) | 0.0% | -65% | -14% | -1.0 | 3% | . | . | . | i |
| COc1ccc(CNC(=O)CN(C)S(=O)(=O)c2ccc(Cl)cc2)cc1 | 3.5% | -3% | 2% | -1.6 | 4% | -8% | -1% | 1% | i |
| Cc1cccc(Nc2nnc(SCC(=O)Nc3cccnc3Cl)s2)c1 | 2.9% | 0% | 1% | -1.7 | 7% | 17% | -1% | 1% | i |
| CCOCCCNC(=O)c1ccc(CS(=O)(=O)Cc2cccc(C)c2)o1 | -0.5% | 0% | 3% | -3.9 | 15% | ? | -4% | -1% | i |
| COc1ccc(/C=C\C(=O)NCc2ccc3[nH]c(C)cc3c2)cc1OC | 2.6% | -4% | -2% | -5.6 | -2% | 0% | -12% | -2% | i |
| Cc1onc(-c2ccccc2Cl)c1C(=O)N(Cc1ccccc1)C(C)C | 0.1% | 1% | 0% | -0.6 | 2% | 9% | 3% | -19% | i |
| CC(=O)Nc1ccc(SCC(=O)OCC(=O)NC(=O)NC2CCCC2)cc1 | -0.9% | 0% | 3% | -0.7 | 9% | -17% | -10% | 0% | i |
| O=S(=O)(CCSc1nc2ccccc2o1)Cc1ccccc1 | 3.2% | -22% | -4% | -1.0 | 9% | -2% | -4% | -3% | i |
| CCC(C)[C@H](N)c1cn([C@@H](CCCCN)C(=O)N2CCNCC2)nn1 (stereo partly drawn) | -0.3% | 5% | 12% | -1.2 | -1% | -3% | 1% | . | i |
| Cc1c(/C(O)=C2\C(=O)C(=O)N(CCCN(C)C)C2c2cccs2)cnn1-c1ccccc1 (stereo not drawn) | -0.6% | 3% | -16% | -0.6 | 2% | 22% | 4% | . | i |
| Cc1nc2c(-c3ccccc3)cnn2c(N)c1-c1ccccc1 | -0.6% | 0% | 7% | 3.0 | 13% | ? | 4% | -2% | i |

Sorted by the number under CCT modulator (descending): three from the list above
| Compound | Nrf2 activator | CCT modulator | MmCpn inh | pAkt inh |
| --- | --- | --- | --- | --- |
| CC(=O)c1cccc(NC(=O)COC(=O)c2n[nH]c3ccccc23)c1 | 2.7% | 0.0 | 1% | i |
| CC(=O)Nc1ccc(SCC(=O)OCC(=O)NC(=O)NC2CCCC2)cc1 | -0.9% | -0.7 | 0% | i |
| CSc1ncccc1C(=O)Nc1ccc(C)cn1 | 0.2% | -2.9 | -8% | i |

New compounds follow
| SMILES | Nrf2 activator | HepG2 viability | TGFb inhibitor | CCT modulator | Abeta yeast res | Nrf2 inh | A549 tox | MmCpn inh | pAkt inh |
| --- | --- | --- | --- | --- | --- | --- | --- | --- | --- |
| Cc1cc(=O)oc2cc(OC(C)C(=O)NCC3CCC(C(=O)O)CC3)ccc12 (stereo not drawn) | -0.8% | -3% | 8% | -0.2 | 1% | 2% | 4% | -4% | i |
| COc1cccc(/C=C2\SC(=S)N(NS(=O)(=O)c3ccccc3)C2=O)c1OC | 6.1% | -29% | -14% | 1.6 | 5% | 7% | -10% | 4% | i |
| COc1cccc(CN2CCCN(Cc3ccc(F)cc3)S2(=O)=O)c1 | 0.6% | -3% | ? | . | 20% | ? | -2% | . | . |
| O=C1c2ccccc2[C@@H]2C[C@@H](O)[C@H](Nc3cccc(C(F)(F)F)c3)CCN12 | 3.9% | -20% | -27% | 1.5 | -10% | -9% | 8% | -1% | i |
| CCOC(=O)c1cnc(SC2CC(=O)N(c3ccc(C)cc3)C2=O)nc1N (stereo not drawn) | 2.1% | 12% | -9% | 0.1 | 10% | 1% | -1% | . | i |
| Cc1ccccc1C(=O)N1CCC(C(=O)Nc2cccc(F)c2)CC1 | 0.1% | 15% | 0% | -2.4 | 21% | 11% | 1% | 0% | i |
| CCCc1ccc(OC(=O)c2sc3ncn(Cc4cccc(F)c4)c(=O)c3c2C)cc1 | 0.1% | 13% | 1% | . | 3% | . | 9% | . | . |
| O=C1NC2(CCc3ccccc32)C(=O)N1CCOc1ccc(Cl)cc1 (stereo not drawn) | 0.0% | -32% | 9% | -2.1 | 4% | -8% | -1% | -2% | i |
| CCCCc1cc(=O)oc2cc(C)cc(OC(C)C(=O)O)c12 (stereo not drawn) | -0.1% | 1% | -19% | -0.9 | -8% | 10% | 2% | -4% | i |
| CCOC(=O)c1cc2cc(F)ccc2nc1C | -0.2% | 7% | -2% | -9.3 | 1% | -8% | -6% | -2% | i |
| COc1ccccc1N1CCN(CC(=O)Nc2ccc3c(c2)OCCO3)CC1 | -0.2% | -17% | ? | -2.5 | 10% | ? | 16% | -1% | i |
| COc1cc(C#N)ccc1OCC(=O)Nc1cccc(S(=O)(=O)N2CCCC2)c1 | 0.5% | -7% | -9% | -1.6 | 18% | ? | ? | -6% | i |
| CCCc1cc(=O)oc2cc(C)c3c(C(C)(C)C)coc3c12 | -0.9% | -8% | -4% | . | 6% | 13% | 12% | . | . |
| CCN(CC(=O)Nc1ccccc1C(=O)Nc1ccccc1)Cc1nc2ccccc2c(=O)[nH]1 | -0.1% | 1% | -23% | 0.0 | -5% | -18% | 0% | 2% | i |
| O=C(N/N=C/c1ccc(OC(=O)c2ccccc2Cl)cc1)c1ccccn1 | 1.3% | -20% | -4% | -1.4 | -8% | ? | 1% | -2% | i |
| COc1ccc(CN(C(=O)c2snc(C(N)=O)c2N)C(C(=O)NC2CCCC2)c2ccc(OC)cc2)cc1 (stereo not drawn) | 0.3% | -23% | -25% | -0.4 | -6% | 4% | -11% | 3% | i |
| O=C(CSc1nncs1)Nc1ccc2[nH]c(=O)[nH]c2c1 | -0.8% | 0% | 0% | 0.7 | 3% | 1% | -3% | -4% | i |
| COc1ccc(-c2c3c(=O)n(C)c(=O)n(C)c3cn2-c2ccccc2)cc1 | 0.3% | -9% | -26% | -1.1 | -3% | 13% | -8% | 1% | i |
| COC(=O)c1cc2c(ccc3ccccc32)oc1=O | 2.7% | 2% | -1% | -2.3 | -12% | -14% | -6% | . | i |
| CCOC(=O)C1=C(CC)Nc2ccccc2N=C1NC(=O)c1oc2ccccc2c1C | 3.5% | 3% | 17% | -5.4 | 1% | ? | -24% | -1% | i |
| C(#Cc1ccccc1)CN1CCOCC1 | -0.3% | -5% | 0% | -0.1 | 7% | 2% | -3% | 0% | i |
| Cc1ccc(S(=O)(=O)Nc2cc(C)c(O)cc2C)cc1 | 2.0% | 4% | 10% | 1.6 | -5% | ? | 5% | 0% | i |
| CC1(c2ccc(OC(F)F)cc2)NC(=O)N(CC(=O)N2c3ccccc3NC(=O)C2(C)C)C1=O (stereo not drawn) | 1.9% | -1% | -1% | 1.7 | -8% | -21% | 7% | -2% | i |
| COc1cc2[nH]c(C(=O)N3CCN(c4ccccc4F)CC3)cc2c(OC)c1OC | 3.8% | -1% | 22% | -1.0 | -17% | -18% | -2% | -1% | i |

Copied from the list.
CCOC(=O)C1=C(CC)Nc2ccccc2N=C1NC(=O)c1oc2ccccc2c1C | TGFb inhibitor = 17%
C(#Cc1ccccc1)CN1CCOCC1 | TGFb inhibitor = 0%
CC1(c2ccc(OC(F)F)cc2)NC(=O)N(CC(=O)N2c3ccccc3NC(=O)C2(C)C)C1=O (stereo not drawn) | TGFb inhibitor = -1%
COC(=O)c1cc2c(ccc3ccccc32)oc1=O | A549 tox = -6%

Assay outcomes from PubChem BioAssay.
